FLuc counter: qHTS profiling assay for firefly luciferase inhibitor/activator using purifed enzyme and Km concentrations of substrates (counterscreen for miR-21 project). purified FLuc, Km substrates, luminescence inhibition. Potency, µM (doses to about 57.5 µM), for the others: at the highest dose activity change, negative = inhibition, most hits filed as inhibitors. actives 6.9% (n = 360,000); active = well fitted inhibition curve with a large enough effect; inconclusive = small, poorly fitted or top-dose-only effect;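 also: plate controls were vehicle for no effect and reference inhibitor for full effect; nearly all actives have a fitted effect of over 55% in size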
Target sequence (P08659 whole entry, looked up): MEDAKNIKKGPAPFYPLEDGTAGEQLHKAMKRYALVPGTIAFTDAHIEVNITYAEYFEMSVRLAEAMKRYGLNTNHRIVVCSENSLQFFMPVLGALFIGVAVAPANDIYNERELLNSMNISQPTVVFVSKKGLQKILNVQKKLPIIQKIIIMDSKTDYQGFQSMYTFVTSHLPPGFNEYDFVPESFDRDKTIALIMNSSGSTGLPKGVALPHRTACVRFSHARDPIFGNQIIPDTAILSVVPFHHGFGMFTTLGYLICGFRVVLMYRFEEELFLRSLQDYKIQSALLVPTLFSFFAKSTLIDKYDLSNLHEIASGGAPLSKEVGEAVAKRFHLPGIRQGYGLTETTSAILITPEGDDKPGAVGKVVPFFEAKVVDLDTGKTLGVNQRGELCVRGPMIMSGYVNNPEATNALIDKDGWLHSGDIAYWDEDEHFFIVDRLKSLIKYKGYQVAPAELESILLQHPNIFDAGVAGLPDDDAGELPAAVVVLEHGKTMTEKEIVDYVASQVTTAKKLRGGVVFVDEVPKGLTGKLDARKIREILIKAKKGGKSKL
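Purified P. pyralis luciferase (10nM final) with 10uM D-luciferin and 10uM ATP (Km levels) in 50mM Tris acetate pH 7.5, 10mM Mg acetate, 0.01% Tween-20, 0.05% BSA; qHTS 6-point titration, ~60 µM downward; luminescence read.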
Starred values were filed as active, the others as inactive; ? = inconclusive. Potency is read from the fitted curve at half-maximal effect. Only part of the results is shown; the hit share may differ from the screen's.

SMILES | FLuc counter
CCOC(=O)c1ccccc1NC(=O)CSc1c(C)cnc2c1c(=O)n(C)c(=O)n2C | 1%
CSc1oc(-c2ccc(F)cc2)nc1S(=O)(=O)c1ccc(Br)cc1 | -2%
CCOC(=O)c1cc2c(=O)n3ccccc3nc2n(CC2CCCO2)c1=NC(=O)c1cc(C)cc(C)c1 (stereo not drawn) | 2%
COc1ccccc1CNc1nc(-c2ccco2)nn1S(=O)(=O)c1ccc(C)cc1 | 5%
Cc1c(NC(=O)Cc2ccccc2)cccc1-c1nc2cccnc2s1 | 2%
CCOC(=O)Cc1ccc(NC(=O)N2CCc3c(sc4c3CCCC4)C2c2ccc(F)cc2)cc1 (stereo not drawn) | 4%
Cc1cc(Nc2sc(C(=O)c3ccc(F)cc3)c(N)c2C(=O)Nc2ccc(F)cc2)ccc1Cl | -1%
Cc1cc(S(=O)(=O)Nc2cc3c(cc2N2CCOCC2)n(C)c(=O)c(=O)n3C)ccc1F | -2%
COc1ccc2[nH]c(=O)c(CN(C(=O)c3cccc(Cl)c3)c3cccc(C)c3)cc2c1 | -1%
CC(=O)c1cccc(NC(=O)Cn2ccn3nc(-c4ccccc4)cc3c2=O)c1 | 4%
CCOC(=O)c1sc2ccccc2c1S(=O)(=O)NCc1ccccc1OC | -12%
COc1ccc(-c2cn3c(n2)sc2cc(C(=O)Nc4ccccc4F)ccc23)cc1 | -7%
Cc1cccc(NC(=O)C(Cc2ccccc2)N2Cc3ccccc3C2=O)c1C (stereo not drawn) | -1%
CC(C)c1ccc(CNc2n[nH]c(-c3ccco3)n2)cc1 | ?
CCn1cc(S(=O)(=O)c2cc(C)cc(C)c2)c(=O)c2cc(F)c(N3CCC(C)CC3)cc21 | -10%
Cc1ccc(C)n1-c1nnc(N2CCC(C(=O)NCc3ccccc3Cl)CC2)s1 | 4%
CCOc1ccccc1CNC(=O)c1oc2c(c1C)-c1nn(Cc3cccc(Cl)c3)cc1CC2 | 3%
COc1cc(NC(=O)CCCOc2cc(=O)n(C)c3ccccc23)cc(OC)c1OC | -6%
COc1cc(NC(=O)Cn2ncc3c([nH]c4ccc(C)cc43)c2=O)cc(OC)c1OC | -3%
Cc1ccc(S(=O)(=O)C(CNC(=O)C(=O)NCc2ccc(Cl)cc2)c2ccco2)cc1 (stereo not drawn) | -4%
Cc1ccc(-c2nc3c(c(SCC(=O)N4CCCCC4)n2)Cc2cc(C)ccc2O3)cc1 | 0%
Cc1nc(SCC(=O)Nc2ccc(C)c(Cl)c2)cc(-c2ccccc2)n1 | -2%
FC(F)(F)c1cccc(N2CCN(c3ncnc4c3nc3n4CCCC3)CC2)c1 | 7%
COc1ccc(N2CCN(C(=O)Cc3noc4ccc(C)cc34)CC2)cc1 | -20%
COC(=O)c1ccccc1NC(=O)Cn1cc(S(=O)(=O)Cc2ccccc2F)c2ccccc21 | -5%

3 entries out of the list, sorted by count of non-hydrogen atoms, ascending.
SMILES | FLuc counter
CC(C)c1ccc(CNc2n[nH]c(-c3ccco3)n2)cc1 | ?
CCOC(=O)c1ccccc1NC(=O)CSc1c(C)cnc2c1c(=O)n(C)c(=O)n2C | 1%
COC(=O)c1ccccc1NC(=O)Cn1cc(S(=O)(=O)Cc2ccccc2F)c2ccccc21 | -5%

Other records
SMILES | FLuc counter
CCc1ccc(NC(=O)CCS(=O)(=O)c2ccc3c(c2)n(C)c(=O)c(=O)n3C)cc1 | -6%
CCc1ccccc1NC(=O)CN1C(=O)c2cccnc2Oc2ccc(Cl)cc21 | -8%
O=C(NCc1cccc(Cl)c1)c1cccn1-c1nnc(N2CCCC2)s1 | -16%
CCOC(=O)Cn1c(=O)n(CC2CCCO2)c2nc(-c3ccccc3OC)nc(C(N)=O)c21 (stereo not drawn) | -1%
Cc1cccc(N2CCN(C(=O)C3CCN(S(=O)(=O)c4c(C)noc4/C=C/c4ccccc4F)CC3)CC2C)c1 (stereo not drawn) | 4%
CCCn1c(CCC(=O)Nc2ccccc2OC)nc2cccnc21 | -1%
Cc1cccc(C)c1NC(=O)CS(=O)(=O)c1nc(-c2ccc(Cl)cc2)cn1-c1ccccc1 | ?
COc1ccc(NC(=O)c2c(C)oc3ccc(O)c(CN4CCCC(C)C4)c23)cc1Cl (stereo not drawn) | 5%
CCN(c1ccc(C)cc1C)S(=O)(=O)c1nnc(NC(=O)c2ccc(F)cc2)s1 | 2%
COc1ccc(CCNc2nc3c(-c4cccc(F)c4)nnn3c3ccccc23)cc1OC | -3%
O=C(Nc1cccc(Br)c1)N1CCC(CN2CCCCCC2)CC1 | -6%
COc1ccc(-c2nc3c(C#N)c[nH]n3c2NC2CCCCC2)c(OC)c1 | -16%
CCCCN(C)CCNC(=O)Cn1ncc2c([nH]c3ccccc32)c1=O | -1%
Cc1c(C(=O)Nc2cccc(C(F)(F)F)c2)sc2nc3n(c(=O)c12)CCC3 | 7%
CCN1C(=O)c2ccccc2Sc2ccc(NC(=O)c3ccc(C)c(F)c3)cc21 | -11%
Cc1nn2c(C)c(C(=O)NCc3ccco3)cnc2c1-c1ccccc1 | -1%
CCOc1ccc(-c2cc3nc(C4CCN(C(=O)OC(C)(C)C)CC4)c(C(=O)Nc4ccc(C)cc4C)cn3n2)cc1 | -15%
CCOc1ccc(CNC(=O)c2cccc(Nc3nc4ccccc4n4nnnc34)c2)cc1OC | 0%
CCN(CC)c1ccc(NC(=O)c2cc3c(=O)n4cccc(C)c4nc3n2C)c(C)c1 | -2%
CCOc1ccccc1N(C)C(=O)Cn1cnc2sc(C)c(S(=O)(=O)N3CCC(C)CC3)c2c1=O | -2%
COc1ccc(-c2nc(-c3ccccc3)c(-c3ccccc3)[nH]2)cc1Br | -9%
CCc1ccc(C2=CC(c3cccc(C)c3)n3c(nc4ccccc43)N2)cc1 (stereo not drawn) | 1.2µM*
Cc1ccc(SCC(=O)Nc2ccc3oc(-c4ccccc4C)nc3c2)cc1 | ?
CC(CNC(=O)Cn1ccc2cc(S(=O)(=O)N3CCCCCC3)ccc21)c1ccccc1 (stereo not drawn) | -19%
Cc1cc(C)c(NC(=O)COCc2cc(-c3cccs3)on2)c(C)c1 | -11%
New compounds follow:
SMILES | FLuc counter
CCC1CN(C(=O)C2CCN(S(=O)(=O)c3c(C)noc3/C=C/c3ccc(C)cc3)CC2)c2cc(C)ccc2O1 (stereo not drawn) | 0%
CCOC(=O)c1cc(-c2ccc(OC)c(S(=O)(=O)NCc3ccccc3Cl)c2)on1 | -7%
CCc1nc2cccnc2n1-c1ccc(CC(=O)Nc2c(C)cccc2C)cc1 | 0%
CCOc1ccc(CNC(=O)CC(C)n2nc(C)cc2C)cc1OC (stereo not drawn) | -5%
CN(Cc1ccccc1)c1nc2c(S(=O)(=O)c3cccc(Cl)c3)nnn2c2ccsc12 | -4%
COC(=O)c1cc(C)nc2c1c(=O)nc(SCc1cccc(C(F)(F)F)c1)n2C1CC1 | -12%
CCN(CC)S(=O)(=O)c1ccc(C(=O)NCCSc2c(-c3ccccc3)[nH]c3ccccc23)cc1 | 2%
Cc1c(C(=O)N2CCC(C)CC2)c(S(=O)(=O)N2CCN(c3ccc(Cl)cc3)CC2)c(C)n1C | -10%
Cc1ccc(CCNC(=O)CCc2cn(Cc3ccccc3C)c3ccccc23)cc1 | 5%
Cc1cc(NC(=O)c2ccccc2Cl)ccc1NC(=O)c1ccccc1 | 3%
CCOC(=O)c1c(C)[nH]c(C)c1S(=O)(=O)N1CCC(C(=O)Nc2ccc(OC)c(OC)c2)CC1 | -2%
Cc1c(NC(=O)Nc2ccc(Cl)c(C(F)(F)F)c2)c(=O)n(-c2ccccc2)n1C | 0%
COc1cccc(CC(=O)Nc2c(C(=O)N3CCN(c4ccccc4F)CC3)oc3ccccc23)c1 | 3%
O=C(Cn1c(=O)nc(-c2ccccc2F)c2cc(Cl)ccc21)Nc1ccccc1C(F)(F)F | 0%
CCCC12CN3CC(CCC)(CN(C1)C3c1ccccc1)C2=O (stereo not drawn) | 0%
CCC1CN(C(=O)N2CCC(C(=O)NCCCc3ccccc3)CC2)c2cc(C)ccc2O1 (stereo not drawn) | -9%
COc1cc2c(-c3cccc(Cl)c3)nc3c(c(C)nn3-c3ccccc3)c2cc1OC | 1%
CSc1cccc(NC(=O)Cn2nnc(C(=O)NCCc3ccccc3)c2N)c1 | 2%
Cc1ccc(OCCCCn2nnc3sc4c(c3c2=O)CCCC4)cc1 | -9%
O=C(Cn1cc(C(=O)c2ccco2)c2ccccc21)Nc1ccccc1C(F)(F)F | -2%
COc1cccc(C2=C(C(C)=O)Sc3nncn3N2C(C)=O)c1 | -10%
Cc1cc(C)cc(-n2ccn(CC(=O)Nc3ccccc3C(F)(F)F)c(=O)c2=O)c1 | 1%
COc1ccc(-c2c3c(=O)n(C)c(=O)n(C)c3c3n2-c2ccccc2NC3c2ccc(OC)cc2)cc1 (stereo not drawn) | 5%
CCCOc1ccc(CNC(=O)c2ccc3c(c2)N(Cc2ccccc2)CCS3)cc1 | -10%
COc1ccccc1-n1ncc2c(=O)[nH]c(SCC(=O)Nc3cccc(F)c3)nc21 | ?

5 of the compounds above, comma-delimited.
Molecule,FLuc counter
COc1ccc(CCNc2nc3c(-c4cccc(F)c4)nnn3c3ccccc23)cc1OC,-3%
CCC1CN(C(=O)N2CCC(C(=O)NCCCc3ccccc3)CC2)c2cc(C)ccc2O1 (stereo not drawn),-9%
FC(F)(F)c1cccc(N2CCN(c3ncnc4c3nc3n4CCCC3)CC2)c1,7%
Cc1cccc(C)c1NC(=O)CS(=O)(=O)c1nc(-c2ccc(Cl)cc2)cn1-c1ccccc1,?
Cc1c(NC(=O)Nc2ccc(Cl)c(C(F)(F)F)c2)c(=O)n(-c2ccccc2)n1C,0%

Copied from the list.
FLuc counter result of `CCCOc1ccc(CNC(=O)c2ccc3c(c2)N(Cc2ccccc2)CCS3)cc1` → -10%
FLuc counter result of `Cc1cc(NC(=O)c2ccccc2Cl)ccc1NC(=O)c1ccccc1` → 3%
FLuc counter result of `O=C(Cn1c(=O)nc(-c2ccccc2F)c2cc(Cl)ccc21)Nc1ccccc1C(F)(F)F` → 0%
FLuc counter result of `CCOc1ccc(CNC(=O)CC(C)n2nc(C)cc2C)cc1OC` (stereo not drawn) → -5%
FLuc counter result of `CSc1cccc(NC(=O)Cn2nnc(C(=O)NCCc3ccccc3)c2N)c1` → 2%

Other records follow.
SMILES | FLuc counter
Cc1ccc(NC(=O)Cc2coc3ccc(C(C)C)cc23)cc1Cl | -10%
O=c1c2cc3c(cc2n(Cc2ccc(F)cc2)c(=O)n1Cc1nc(-c2ccccc2)no1)OCO3 | 3%
CSCCC(NS(=O)(=O)c1ccc2c(c1)oc(=O)n2C)C(=O)NCCc1ccc(C)cc1 (stereo not drawn) | -2%
Cc1ccc(S(=O)(=O)NCC2CCC(C(=O)N(C)Cc3ccccc3)CC2)cc1 (stereo not drawn) | -8%
CCOC(=O)c1c(NC(C)=O)c2c3c(sc2n1Cc1cc(C)ccc1C)CCCC3 | 2%
Cc1ccc(NC(=O)c2c(C)oc3ccc(O)c(CN4CCCC4)c23)c(C)c1 | -1%
CCS(=O)(=O)N1CC(=O)N(c2cc(Cl)ccc2C)C(C)(C(=O)NC2CCCCCC2)C1 (stereo not drawn) | 2%
Cc1ccc(C(=O)NCC(c2ccco2)S(=O)(=O)c2ccc(Cl)cc2)cc1C (stereo not drawn) | -14%
O=C(CSc1ncc2c(n1)-c1ccccc1N(Cc1ccc(Cl)cc1)S2(=O)=O)c1ccc(Cl)cc1 | -4%
Cc1ccc(C(=O)Nc2nnc(S(=O)(=O)N(C)Cc3ccc(F)cc3)s2)cc1 | -18%
COc1ccc(-c2[nH]ncc2C(=O)NCc2cccc(OC)c2)cc1 | 3%
O=C(NCc1ccc2c(c1)CCN2C(=O)c1ccccc1)Nc1cc(F)ccc1F | ?
CNC(=O)CSc1nnc(NC(=O)Nc2ccccc2)s1 | ?
CCn1c(SCC(=O)Nc2cc(C)ccc2F)nnc1-c1ccccc1O | 5%
COc1ccc(Nc2ncc3c(n2)CCN(Cc2ccc(Br)s2)C3)c(OC)c1 | -10%
CCOc1ccc(CCNC(=O)CCc2cn(Cc3ccccc3F)c3ccccc23)cc1OCC | 3%
CCOc1ccc(-c2cccc(NS(=O)(=O)c3ccc(Cl)s3)c2)nn1 | 15µM*
Cc1ccccc1Cn1c(CCCNC(=O)C2CCCCC2)nc2ccccc21 | -6%
Cc1cccc(NC(=O)Cn2c(=O)n(CCCCCC(=O)NCc3ccc4c(c3)OCO4)c(=O)c3sccc32)c1 | 3%
Cc1nn(C(C)C(=O)NCc2cccc(F)c2)c(=O)c2c1sc1ccccc12 (stereo not drawn) | 11µM*
CCc1ccc(NC(=O)N(Cc2ccc(C)cc2)Cc2cccn2-c2nnc(N3CCCC3=O)s2)cc1 | -7%
COc1cccc(CNC(=O)C(CC(C)C)NS(=O)(=O)c2ccc3c(c2)oc(=O)n3C)c1 (stereo not drawn) | -4%
Cc1c(CC(=O)N2CCCCC2)c(=O)oc2c(C)c3occ(C(C)(C)C)c3cc12 | -9%
O=C(CCn1cnc2ccccc2c1=O)NCc1ccccc1Cl | -1%
CC(C)(C)OC(=O)N1CCC(c2c(C(=O)N3CCN(c4ccccn4)CC3)cnn2-c2ccccc2Cl)CC1 | -2%
Next part
SMILES | FLuc counter
COc1ccc(Oc2nc3c(c(=O)n(Cc4ccc(Br)cc4)c(=O)n3C)n2C)cc1 | 0%
Cc1ccccc1Nc1sc(C(=O)c2ccccc2)c(N)c1C(=O)NCc1ccc(Cl)cc1 | -8%
Cc1ccc(Nc2nc3ccccc3c3nncn23)c(Cl)c1 | -3%
O=C(CC1C(=O)N(c2ccc(F)cc2)C(=O)N1Cc1ccc2c(c1)OCO2)Nc1ccc(F)cc1 (stereo not drawn) | -4%
CCOc1ccccc1NC(=O)C1CCCN(S(=O)(=O)c2cn(C)cn2)C1 (stereo not drawn) | -6%
Cc1c2cnn(CC(=O)NCc3ccccc3)c(=O)c2c(C)n1Cc1cccc(Cl)c1 | 0%
